TrxR1 inh: qHTS Assay for Inhibitors of Mammalian Selenoprotein Thioredoxin Reductase 1 (TrxR1): qHTS; Potency, µM (titrated, usually from 114 µM), without a hit: at the top dose activity change, negative = inhibition, actives largely listed as inhibitors; 1% of 390,000 active; recombinant rTrxR1, NADPH fluorescence consumption, selenite substrate; also: potency is read from the fitted curve at half-maximal effect; % is scaled to controls: 0 for no effect and ±100 for the full control effect; nearly all actives have a fitted effect of over 65% in size
Target sequence (O89049 whole entry, looked up): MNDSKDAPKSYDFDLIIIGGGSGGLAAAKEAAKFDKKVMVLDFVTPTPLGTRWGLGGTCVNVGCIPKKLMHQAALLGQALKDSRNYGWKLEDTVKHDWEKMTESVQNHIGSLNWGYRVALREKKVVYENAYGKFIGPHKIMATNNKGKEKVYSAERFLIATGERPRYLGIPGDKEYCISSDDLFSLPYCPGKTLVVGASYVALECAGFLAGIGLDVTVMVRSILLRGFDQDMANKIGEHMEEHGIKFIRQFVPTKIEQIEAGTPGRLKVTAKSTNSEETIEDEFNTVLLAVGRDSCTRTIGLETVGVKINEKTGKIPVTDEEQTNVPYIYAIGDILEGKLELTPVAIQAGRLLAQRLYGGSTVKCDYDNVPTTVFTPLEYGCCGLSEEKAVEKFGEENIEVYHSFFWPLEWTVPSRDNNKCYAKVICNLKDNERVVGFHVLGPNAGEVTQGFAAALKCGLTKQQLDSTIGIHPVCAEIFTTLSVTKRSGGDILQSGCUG
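Rat TrxR1 (90 nM in the dispensed reagent) was pre-reduced with 400 uM NADPH for 5 min at room temperature, then incubated with compound for 15 min. After 400 uM selenite was added, NADPH fluorescence (Ex 340/Em 450 nm) was followed for 8 min.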
D2 antagonist: HTS Assay for Allosteric Antagonists of the Human D2 Dopamine Receptor: Primary Screen for Antagonists | inhibition, % at 10 µM | D(2) dopamine receptor (Homo sapiens), P14416 | HEK293 TREx D2 cells, calcium flux, dopamine EC80 | 2% of 340,000 active; in the data active = inhibition above about 30%; also: 0% is about no effect
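Measurement of antagonist activity uses fluorescent calcium dye in inducible HEK293 T-REx D2 cells: 10 s baseline, compound addition with 180 s read, EC80 dopamine addition with a further 180 s read.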
TRHR ag: qHTS for Small Molecule Agonists and Allosteric Enhancers of Human TRH Receptor: Primary Screen for Agonists | Thyrotropin-releasing hormone receptor (Homo sapiens), P34981 | TRHR cells, calcium flux fluo-8, FDSS agonist mode | activation, % at 2 µM | 0.18% of 360,000 active; in the data active = activation above about 30%; also: 0% is about no effect
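TRHR-expressing cells, plated overnight in medium with 10% serum, were loaded with fluo-8 calcium dye at room temperature. After a 10 s baseline, library compound was pin-added and calcium release was recorded kinetically (ex 480/em 530) as agonist response.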
IDH1 R132H inh: qHTS for Inhibitors of mutant isocitrate dehydrogenase 1 (IDH1): qHTS; IDH1-R132H enzyme, NADPH consumption, diaphorase/resazurin fluorescence; Potency, µM (series often up to 76.6 µM), inactives show top-dose activity change, negative = inhibition, actives largely listed as inhibitors; 0.093% of 390,000 active; AID 602179, 2012; also: potency is read from the fitted curve at half-maximal effect; % is scaled to controls: 0 for no effect and ±100 for the full control effect; nearly all actives have a fitted effect of over 65% in size
Target sequence (O75874 whole entry R132H, stated change not applied): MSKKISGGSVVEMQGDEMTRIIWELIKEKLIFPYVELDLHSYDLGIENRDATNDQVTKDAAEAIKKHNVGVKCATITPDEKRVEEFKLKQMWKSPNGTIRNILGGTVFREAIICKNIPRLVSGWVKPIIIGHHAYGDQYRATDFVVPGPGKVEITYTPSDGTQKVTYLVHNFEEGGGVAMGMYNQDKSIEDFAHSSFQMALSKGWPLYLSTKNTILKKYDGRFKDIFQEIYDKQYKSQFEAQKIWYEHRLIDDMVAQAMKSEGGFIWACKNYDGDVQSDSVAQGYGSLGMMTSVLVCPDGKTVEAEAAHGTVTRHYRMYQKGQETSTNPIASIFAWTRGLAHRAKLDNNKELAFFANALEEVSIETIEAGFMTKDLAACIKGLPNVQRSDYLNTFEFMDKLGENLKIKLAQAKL
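IDH1-R132H (0.5 ug/mL) preincubated 30 min with compound, then NADPH (0.016 mM) and alpha-KG (2 mM) added; 80 min at RT, pH 7.5. Remaining NADPH coupled via diaphorase/resazurin to fluorescence (540/590 nm); concentration-response curves normalized to no-enzyme control.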
TrxR1 substrate: qHTS Assay for Substrates of Mammalian Selenoprotein Thioredoxin Reductase 1 (TrxR1): qHTS. purified TrxR1 substrate turnover, NADPH consumption readout. Potency, µM (top dose mostly 114 µM), for inactives: top-dose activity change, negative = substrate turnover. Thioredoxin reductase 1, cytoplasmic (Rattus norvegicus), O89049. 0.01% of 390,000 active; also: potency is read from the fitted curve at half-maximal effect; % is scaled to controls: 0 for no effect and ±100 for the full control effect; nearly all actives have a fitted effect of over 50% in size
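Rat TrxR1, dispensed at 90 nM, was prereduced with 400 uM NADPH (final) for 5 min at ~22 deg C, then incubated with compound 15 min before 400 uM selenite. A first-read NADPH fluorescence drop versus no-compound background flagged substrates.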
Pin1 inh: qHTS Assay to Find Inhibitors of Pin1; Peptidyl-prolyl cis-trans isomerase NIMA-interacting 1 (Homo sapiens), Q13526; 0.009% of 390,000 active; Potency, µM (top dose mostly 115 µM), without a hit: top-dose activity, negative = inhibition, most hits filed as inhibitors; Pin1 FP peptide displacement, HiFluor488, 10 min; AID 504891, 2011; active = well fitted inhibition curve with a large enough effect in the polarisation, with a control signal flat, not every such curve was filed as active; inconclusive = small, poorly fitted or top-dose-only effect, or effect the other way, or a change in a side signal; inactive = no such curve, though single readings can be large or run the other way; the % refers to the polarisation; also: potency is read from the fitted curve at half-maximal effect; % is scaled to controls: 0 for no effect and ±100 for the full control effect
Target sequence (Q13526 whole entry, looked up): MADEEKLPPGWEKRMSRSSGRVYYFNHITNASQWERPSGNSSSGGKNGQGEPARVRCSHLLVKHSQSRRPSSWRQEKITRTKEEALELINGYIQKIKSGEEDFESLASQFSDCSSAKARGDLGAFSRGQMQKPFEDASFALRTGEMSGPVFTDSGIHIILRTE
D2 ag: HTS Assay for Allosteric Agonists of the Human D2 Dopamine Receptor: Primary Screen for Agonists; HEK293 T-REx D2 cells, calcium flux agonist mode; D(2) dopamine receptor (Homo sapiens), P14416; activation, % at 2 µM; 0.53% of 340,000 active;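 active = activation over 3 SD above normal in the single-dose calcium agonist read, cut at about 30% in these data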; also: 0% is about no effect
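Agonism scored from kinetic calcium signal (1 read/sec, 180 s) following compound pin transfer, after a 10 s baseline. Cells: HEK293 Trex line expressing inducible D2 receptor coupled to calcium, dye-loaded after overnight culture at 30 C.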
USP1-UAF1 inh: Inhibitors of USP1/UAF1: Primary Screen; recombinant USP1/UAF1, Ub-Rhodamine cleavage fluorescence; Ubiquitin carboxyl-terminal hydrolase 1 (Homo sapiens), O94782; Potency, µM (series often up to 57.1 µM), inactives show top-dose activity change, negative = inhibition, actives largely listed as inhibitors; 0.23% of 390,000 active; also: potency is read from the fitted curve at half-maximal effect; % is scaled to controls: 0 for no effect and ±100 for the full control effect; nearly all actives have a fitted effect of over 60% in size; inactives centre near -12
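1 nM enzyme complex + cpd, 15 min RT; start with Ub-Rho 150nM final; kinetic fluorescence ex 480/em 540, 6 reads q60 s. Buffer 50mM HEPES pH 7.8, 0.5mM EDTA, 0.1 mg/ml BSA, 1mM TCEP, 0.01% Tween-20.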
TRHR PAM: qHTS for Small Molecule Agonists and Allosteric Enhancers of Human TRH Receptor: Primary Screen for Enhancers | enhancement, % at 2 µM | Thyrotropin-releasing hormone receptor (Homo sapiens), P34981 | TRHR cells, fluo-8 calcium fluorescence, EC20 TRH enhancement | 0.66% of 360,000 active | AID 493056, 2011; in the data active = enhancement above about 30%; also: 0% is about no effect
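TRHR-expressing cells loaded with fluo-8 calcium dye were read kinetically (ex 480/em 530) during compound addition, then stimulated with an EC20 of TRH (10 nM final). Enhancement of the Gq-mediated intracellular calcium response was scored.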
* hit, by the source's call; ? = inconclusive; . = no result given; [ ] = dose if it differs, or a comment. Unless noted, calls follow the shape of the dose curve; as a rule, active = well fitted inhibition curve with a large enough effect; inconclusive = small, poorly fitted or top-dose-only effect; inactive = no such curve, though single readings can be large or run the other way. Not all compounds are listed; the hit share may differ from the screen's.

Under each structure: TrxR1 inh	D2 antagonist	TRHR ag	IDH1 R132H inh	TrxR1 substrate	Pin1 inh	D2 ag	USP1-UAF1 inh	TRHR PAM
1: Cc1ccc(CSc2nnc(-c3cccnc3)n2N)cc1
→ 6.6%	13.9	1.1	5.6%	6.9%	-1.5%	0.5	-13.2%	4.0
2: COc1ccc(CN2CCNC(=O)C2CC(=O)NCC2CCOCC2)c(F)c1 (stereo not drawn)
→ ?	6.5	0.5	7.9%	-1.3%	-18.9%	0.3	-8.7%	-3.0
3: CCCCN(CCCNC(=O)c1cc(Nc2ccc(OC)c(OC)c2)nc2ccccc12)c1ccccc1
→ 15.6%	.	-0.2	-13.3%	-5.5%	-4.1%	0.3	-13.6%	8.8
4: C/C(=N\NC(=O)NC1CCCCC1)c1ccc(OC(F)F)cc1OC(F)F
→ 1.5%	15.1	-1.1	-7.2%	-10.7%	0.9%	-1.0	-7.5%	4.7
5: COc1ccc(CCNC(=S)NC2CCN(Cc3ccccc3)CC2)cc1
→ 1.0%[57.1 µM]	71.2*	3.4	-6.4%	-4.8%[57.1 µM]	3.5%	0.9	-6.0%	0.0
6: OC(c1cc(-c2cccc(Cl)c2)nc2ccccc12)C1CCCCN1 (stereo not drawn)
→ 25.0%	.	.	-2.5%	4.7%	5.1%	.	?	.
7: O=C(CSc1nnc(C2CC2)n1-c1ccccc1)Nc1ccc(N2CCOCC2)cc1
→ 0.5%[57.1 µM]	-4.6	-0.4	0.0%	-25.2%[57.1 µM]	-1.7%	-0.6	-14.7%	-1.5
8: O=C(c1ccc(C(=O)N2CCCCCC2)cc1)N1CCCCCC1
→ -8.6%	4.6	-0.4	-0.3%	-11.2%	7.5%	0.3	-17.3%	5.3
9: CCOC(=O)c1cc(S(=O)(=O)Nc2ccccc2)[nH]n1
→ 17.1%[57.1 µM]	.	0.2	10.3%	-0.8%[57.1 µM]	-2.9%	-1.0	-21.1%	-3.6
10: CN(C)CCCN(Cc1cc2cc3c(cc2[nH]c1=O)OCO3)C(=S)Nc1cccc(Cl)c1
→ 15.9%[57.1 µM]	3.8	0.8	11.0%	15.9%[57.1 µM]	-4.2%	0.8	-20.9%	1.1
11: CC(C)[C@H](NC(=O)c1ccccc1)C(=O)OCC(=O)N1CCc2ccccc2C1
→ 7.7%	11.2	-0.2	9.8%	-1.8%	1.8%	-0.1	-12.5%	-1.0
12: CCC(Cc1ccccc1)NS(=O)(=O)c1c(C)nc2scc(C)n2c1=O (stereo not drawn)
→ 55.5%	-5.2	-1.1	2.9%	21.9%	-4.9%	-0.2	-14.8%	6.9
13: CC(C)N(C(=O)Cn1c(SCC(=O)NC2CC2)nc2ccccc21)C(C)C
→ -0.7%[57.1 µM]	1.3	0.0	-4.6%	-2.9%[57.1 µM]	6.6%	0.2	-10.5%	-7.3
14: COc1ccc(CNC(=O)CCCN2C(=O)COc3ccc(C)cc32)cc1
→ 24.1%	.	-0.3	3.9%	8.2%	-2.4%	-0.3	-10.3%	11.1
15: O=C(Nc1ccc2c(c1)OCCO2)c1cccc(S(=O)(=O)N2CCCCC2)c1
→ 30.6%	-5.3	-0.4	0.4%	5.6%	-11.7%	-0.1	2.1%	2.3
16: COC1=C(OC)c2ccccc2C(C(=O)O)N/C1=C(/C)Nc1ccncc1 (stereo not drawn)
→ -14.1%	0.8	-1.3	1.7%	-0.7%	1.7%	-1.5	7.2%	-0.2
17: CCOc1ccc(NC(=O)CNC(=O)c2ccco2)cc1
→ 36.0%[2.29 µM]	1.6	0.3	13.0%	6.7%	1.0%	0.8	-11.6%	-0.5
18: C/C(CC(=O)NCc1ccco1)=N\NC(=O)Cc1ccccc1
→ -6.8%[57.1 µM]	-1.7	0.4	7.9%	11.9%[57.1 µM]	-8.1%	-0.1	-5.9%	4.8
19: CC12CCC(C(=O)NNC(=O)c3ccc(F)cc3)(OC1=O)C2(C)C (stereo not drawn)
→ -6.0%	1.1	-0.5	6.1%	-6.0%	5.4%	0.0	-21.2%	12.4
20: Cc1ccc2nc(-c3cccc(S(=O)(=O)N4CCCC4)c3)cn2c1
→ 16.1%	.	0.7	6.6%	7.4%	-1.2%	.	-23.9%	1.6

The closing 2 compounds of the part above open the next one.
Under each structure: TrxR1 inh	D2 antagonist	TRHR ag	IDH1 R132H inh	TrxR1 substrate	Pin1 inh	D2 ag	USP1-UAF1 inh	TRHR PAM
19: CC12CCC(C(=O)NNC(=O)c3ccc(F)cc3)(OC1=O)C2(C)C (stereo not drawn)
→ -6.0%	1.1	-0.5	6.1%	-6.0%	5.4%	0.0	-21.2%	12.4
20: Cc1ccc2nc(-c3cccc(S(=O)(=O)N4CCCC4)c3)cn2c1
→ 16.1%	.	0.7	6.6%	7.4%	-1.2%	.	-23.9%	1.6
21: FC(F)(F)c1cccc(NC(=S)Nc2ccc(Cl)cc2Cl)c1
→ ?	0.4	-0.8	2.0%	-0.8%	-2.4%	-0.3	-6.9%	7.5
22: COc1cccc(OC)c1C(=O)NC(=S)NCc1ccccc1
→ 34.2%[57.1 µM]	1.2	-0.2	1.6%	12.7%[57.1 µM]	-3.6%	-1.6	-24.6%	1.4
23: Oc1ccc(N2Cc3ccccc3C2)cc1
→ ?	-1.7	0.4	7.0%	-3.9%	3.5%	-1.1	-26.1%	2.2
24: O=C1c2ccccc2C(=O)N1CCCc1nc(-c2ccccc2)no1
→ 26.2%	10.8	0.2	5.4%	4.5%	-3.1%	-0.2	-16.3%	5.3
25: CC(C)CN(CC(C)C)c1nnc(N)s1
→ 12.9%	0.9	-0.3	-1.2%	4.5%	4.7%	0.6	-6.1%	-0.8
26: CC(C)(C)c1cc(C(=S)N2CCCC2)cc(C(C)(C)C)c1O
→ 14.0%	8.5	0.4	-2.7%	-6.5%	-17.5%	1.0	-9.5%	-1.3
27: COc1ccc2nc(C)cc(N3CCN(c4ccccc4)CC3)c2c1
→ 5.7%	-9.1	-0.1	8.2%	0.8%	-1.0%	-1.6	-17.9%	-1.9
28: C#CCOC(=O)C[N+](C)(C)C/C=C/c1ccccc1
→ 21.4%	4.3	1.1	11.4%	7.4%	-8.6%	-0.3	-4.3%	-1.6
29: Cc1cc(Nc2ccccc2)c2c([N+](=O)[O-])cc(C)c(C)c2n1
→ 5.3%[57.1 µM]	-14.4	-1.1	-0.4%	6.9%[57.1 µM]	-1.3%	-0.7	-20.5%	39.1*
30: Cc1ccc2onc(CNC(=O)Nc3cc(F)ccc3F)c2c1
→ -9.7%	.	0.3	0.5%	-9.0%	-6.0%	-1.4	-21.5%	2.7
31: CN1C(C(=O)N2CCc3ccccc3C2)=CC(c2ccc(F)cc2)=NS1(=O)=O
→ 8.3%	3.7	1.9	-7.0%	-5.6%	?	1.1	?	-2.1
32: COc1ccc(CN(C)CC(O)COC(c2ccc(OC)cc2)c2ccc(OC)cc2)cc1 (stereo not drawn)
→ 1.7%	39.3*	1.6	-5.0%	-5.6%	1.5%	0.6	-23.5%	11.1
33: CCCOc1c(Br)cc(C2C3=C(CCCC3=O)N(CC)C3=C2C(=O)CCC3)cc1OC
→ 16.0%[57.1 µM]	-12.3	-0.2	1.6%	29.8%[57.1 µM]	1.6%	0.8	-22.8%	2.6
34: C/C(=N\NC(=O)c1cccnc1)c1ccc(-c2ccccc2)cc1
→ 1.4%[57.1 µM]	15.7	0.0	-2.7%	-4.2%[57.1 µM]	0.4%	0.0	5.7%	4.6
35: COC(=O)Nc1ccc(Cc2ccncc2)cc1
→ -5.9%	1.4	-0.1	-6.7%	-11.5%	-9.2%	0.2	-3.4%	-4.2
36: C=CCNC(=O)C1CC(=O)N(c2ccc(OCC(=O)Nc3ccc(C)cc3)cc2)C1 (stereo not drawn)
→ 6.6%	-4.0	0.2	2.8%	1.5%	20.7%	0.8	-21.0%	3.5
37: COc1ccc(S(=O)(=O)N(CC(=O)Nc2cccnc2)c2ccccc2OC)cc1
→ -11.5%[57.1 µM]	-46.3	-0.5	-1.4%	4.8%[57.1 µM]	-4.8%	-0.5	-18.4%	-9.8
38: Cc1ccc(OCC(=O)Nc2cccc3ccc(C)nc23)c(C)c1
→ 3.4%	.	-0.1	-4.6%	-6.5%	3.1%	0.1	3.0%	9.2
39: CCc1ccc(NC(=O)CSc2nnnn2-c2cccnc2)cc1
→ -10.5%	-2.3	-0.4	0.5%	-14.3%	-7.2%	-0.2	-11.0%	15.7
40: O=[N+]([O-])c1ccc(S(=O)(=O)NN=Cc2ccc3c(c2)OCO3)cc1
→ -3.1%	.	.	6.7%	-5.7%	-9.8%	.	-28.6%	.
41: COc1ccc2nc(NC(=O)C3CCN(S(=O)(=O)c4cnc[nH]4)CC3)sc2c1
→ -6.1%	32.3*	0.0	16.0%	-8.6%	-1.1%	-0.1	-12.1%	-15.8
42: COc1ccc(CCCc2nnc(SCC(=O)Nc3nc(C)cs3)n2C)cc1
→ 33.2%[activator]	3.3	-0.2	1.7%	10.3%[57.1 µM]	-4.2%	-0.2	-10.7%	-2.4
43: CCn1c(SCC(=O)Nc2ncc(C(F)(F)F)cc2Cl)nnc1-c1cccc(C)c1
→ -0.5%	8.3	-0.3	-1.3%	4.3%	-2.7%	1.2	-24.5%	-3.5

Source: PubChem BioAssay
